Tb MetRS inh: T. brucei MetRS inhibitors, primary screen, biochemical, luminescence. methionyl-tRNA synthetase (Trypanosoma brucei brucei). purified T. brucei MetRS, ATP depletion, Kinase-Glo luminescence. inhibition, % at 11.9 µM. 360,000 compounds, 0.4% hits. AID 624268, 2012;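 active = inhibition above a per-plate cutoff of the control wells' mean inhibition plus 3 SD, cut at about 5.5% in these data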;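 also: 0% = DMSO wells median and 100% = median of wells with control inhibitor compound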
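Dosing: 11.9 µM compound single dose, 0.9% DMSO; Assay system: purified T. brucei MetRS enzyme; Measured by: Kinase-Glo luciferase luminescence reporting remaining unconsumed ATP; Schedule: 15 min plus 2 h at 25 °C.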
bovine MsrA act: bovine MsrA enzyme activators, primary screen, biochemical, absorbance, HTS; activation, % at 10.6 µM; 360,000 compounds, 0.3% hits; purified bovine MsrA, absorbance read-out; Methionine sulfoxide reductase A (Bos taurus); AID 602163, 2012; in the data active = activation above about 7.5%;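 also: 0% = vehicle and 100% = reference activator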
CSN inh: inhibitors of CSN-mediated cullin deneddylation, primary screen, biochemical, fluorescence polarization, uHTS; Purified CSN, SCF-Nedd8-OG deneddylation; inhibition, % at 12.5 µM; 360,000 compounds, 0.38% hits; AID 651999, 2013;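 active = pattern-corrected inhibition above about 35%, with an unprinted fluorescence ratio check between 0.5 and 1.5, limit read from the data, passing the limit was not always enough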;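 also: 0% = enzyme with substrate and 100% = substrate without enzyme; some results filed as inactive read as strong as hits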
Target sequence (Q92905 whole entry, looked up, one chain of several): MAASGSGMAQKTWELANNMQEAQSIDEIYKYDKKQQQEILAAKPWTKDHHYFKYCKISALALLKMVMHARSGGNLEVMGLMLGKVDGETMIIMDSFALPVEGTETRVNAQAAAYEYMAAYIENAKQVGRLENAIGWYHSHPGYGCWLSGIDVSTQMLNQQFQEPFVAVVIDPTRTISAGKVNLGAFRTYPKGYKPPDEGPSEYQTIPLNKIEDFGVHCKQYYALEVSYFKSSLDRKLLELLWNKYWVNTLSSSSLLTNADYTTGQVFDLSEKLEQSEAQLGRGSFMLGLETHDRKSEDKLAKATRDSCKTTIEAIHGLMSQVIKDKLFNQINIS
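Assay system: purified human Csn5 enzyme expressed in HEK293T cells; measure: % inhibition; also added: SCFSkp2-Nedd8OG substrate at 10 nM final; technique: fluorescence polarization; times: reaction 90 min, room temperature; medium: Tris buffer pH 7.5, NaCl, DTT, Tween-20, trehalose, ovalbumin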
E coli Lon inh: inhibitors of E. coli Lon protease, primary screen, biochemical, fluorescence polarization; P0A9M0; purified E. coli Lon protease; inhibition, % at 7.94 µM; 360,000 compounds, 0.42% hits; AID 602123, 2011; in the data active = inhibition above about 13%, passing the limit was not always enough;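 also: 0% = enzyme with probe and DMSO and 100% = no enzyme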
Neddylation inh: inhibitors of cullin neddylation, primary screen, biochemical, TR-FRET, uHTS, NAE and Ubc12 | calls only at 25 µM | NEDD8-conjugating enzyme Ubc12 (Homo sapiens) + NEDD8-activating enzyme E1 regulatory … | 360,000 compounds, 0.58% hits; in the data active = inhibition above about 36%
PABP1 MLLE inh: inhibitors of PABP1 MLLE–PAM2 peptide binding, primary screen, biochemical, fluorescence polarization, FITC-PAM2, GST-MLLE | Polyadenylate-binding protein 1 (Homo sapiens), P11940 | inhibition, % at 20 µM | 360,000 compounds, 0.36% hits | AID 588489, 2011; in the data active = inhibition above about 35%, passing the limit was not always enough;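 also: plate controls were DMSO wells with GST-MLLE for no effect and wells lacking GST-MLLE protein for full effect; some results filed as inactive read as strong as hits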
Target sequence (P11940 whole entry, looked up): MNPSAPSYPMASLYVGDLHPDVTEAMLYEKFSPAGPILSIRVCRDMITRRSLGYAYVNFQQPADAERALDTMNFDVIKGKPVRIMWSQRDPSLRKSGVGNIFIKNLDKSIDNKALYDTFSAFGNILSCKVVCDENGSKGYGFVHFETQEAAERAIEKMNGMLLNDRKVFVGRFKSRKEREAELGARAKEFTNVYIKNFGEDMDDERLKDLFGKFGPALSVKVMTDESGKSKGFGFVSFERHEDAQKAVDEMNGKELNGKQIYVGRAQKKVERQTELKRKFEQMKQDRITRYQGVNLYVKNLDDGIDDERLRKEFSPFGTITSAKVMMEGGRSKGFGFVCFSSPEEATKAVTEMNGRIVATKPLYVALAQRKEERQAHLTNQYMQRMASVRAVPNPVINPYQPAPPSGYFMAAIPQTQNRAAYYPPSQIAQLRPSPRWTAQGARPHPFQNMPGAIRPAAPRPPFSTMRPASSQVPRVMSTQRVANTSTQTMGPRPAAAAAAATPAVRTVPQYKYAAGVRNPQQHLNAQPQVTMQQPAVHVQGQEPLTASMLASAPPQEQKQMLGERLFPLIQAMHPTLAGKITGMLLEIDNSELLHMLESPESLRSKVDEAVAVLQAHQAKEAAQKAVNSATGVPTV
Rin1-Abl PPI inh: inhibitors of Rin1-Abl protein binding, primary screen, biochemical, TR-FRET; Tyrosine-protein kinase ABL1 (Homo sapiens) + Ras and Rab interactor 1 (Homo sapiens), …; inhibition, % at 7.35 µM; 360,000 compounds, 0.4% hits; AID 588664, 2011; in the data active = inhibition above about 5%, passing the limit was not always enough
FAS TE block: FAS thioesterase domain inhibitors, primary screen, biochemical, fluorescence intensity, uHTS | inhibition, % at 15 µM | recombinant FAS-TE, OMFH fluorogenic substrate, fluorescence endpoint | 360,000 compounds, 0.67% hits;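 active = compounds whose normalised, plate-corrected inhibition of enzyme fluorescence in the single-dose primary screen is 50% or more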;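 also: 0% = DMSO with enzyme and 100% = substrate without enzyme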
MsrA inh: bovine MsrA enzyme inhibitors, primary screen, biochemical, absorbance, HTS. inhibition, % at 15.5 µM. AID 651718, 2012. Methionine sulfoxide reductase A (Bos taurus). purified bovine MsrA, absorbance read-out. 360,000 compounds, 0.75% hits; in the data active = inhibition above about 4.5%;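 also: 0% = vehicle wells with enzyme and 100% = reference inhibitor wells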
* hit, by the source's call; i = inactive; x = no result given; & = joins results of further samples.

smiles	Tb MetRS inh	bovine MsrA act	CSN inh	E coli Lon inh	Neddylation inh	PABP1 MLLE inh	Rin1-Abl PPI inh	FAS TE block	MsrA inh
CCn1c2ccccc2c2cc(/C=N/NC(=O)c3ccccc3)ccc21	-0.1	-4	-3	5	x	-3	0	34	3.1
CC(=O)N(c1ccccc1)c1c(F)c(F)c(F)c(F)c1F	-1.1	-12	3	-2	i	-2	-2	-3	0.3
CCCCCOC(=O)c1ccc(N2C(=O)C3C4C=CC(C4)C3C2=O)cc1 (stereo not drawn)	-0.3	-1	-5	1	i	1	1	84*	0.7
CC(=O)Nc1cccc(NC(=O)CSc2ccc(-c3cccnc3)nn2)c1	-0.9	-5	-1	-4	i	4	-1	-6	-0.4
CC(C)c1ccc(S(=O)(=O)N2CCC(C(=O)N3CCN(c4cccc(Cl)c4)CC3)CC2)cc1	-0.1	-2	1	4	i	-1	-3	34	0.6
Cc1ccc(N(C(=O)c2csnn2)C(C(=O)NC2CCCC2)c2ccccn2)c(C)c1 (stereo not drawn)	0.0	-1	-1	-5	i	14	1	2	0.0
CC1CCC(=C(C#N)c2nc(-c3cc4ccccc4oc3=O)cs2)CC1 (stereo not drawn)	-0.5	-2	2	1	x	4	-2	22	x
O=C(O)c1cccc(CN2C(=O)S/C(=C/c3cccc([N+](=O)[O-])c3)C2=O)c1	-0.6	-8	2	-3	i	13	-3	10	1.2
O=C(CCn1cccc1)NCc1ccc(Cl)cc1	-0.4	0	4	0	i	-10	2	-4	-0.7
Cc1cc(C)c[n+](CC(=O)c2ccccc2)c1	-1.9	-6	0	-3	i	9	1	-4	0.9
CCNC(=O)C(=O)Nc1ccc2c(c1)N(S(=O)(=O)c1cccs1)CCC2	-0.3	-3	4	-12	i	7	2	4	2.2
CC1CCc2c(sc3ncnc(SC(C)C(=O)NCC4CCCO4)c23)C1 (stereo not drawn)	0.0	-4	1	11	i	0	0	4	-0.2
O=C(CSc1nc2sccc2c(=O)[nH]1)N1CCN(c2ccccc2)CC1	-0.1	-3	4	7	i	-86	-1	-1	0.4
COc1cccc(CN(C)C(=S)Nc2cccc(C)c2)c1	0.3	-4	4	0	i	-102	-1	2	-0.4
CC(C)(C)c1cc(NS(=O)(=O)c2cccs2)no1	-0.5	-3	0	-1	i	-4	0	-7	0.5
COc1ccccc1NC(=O)c1cc(Cl)ccc1NC(=O)c1ccco1	0.3	0	2	-11	x	-7	2	21	0.4
Cn1cnc([N+](=O)[O-])c1NCc1ccccc1	-0.5	-2	-5	-4	i	9	-5	-5	2.4
CN(C)Cc1csc(NC(=O)Nc2ccccc2C(C)(C)C)n1	0.1	-3	3	-3	i	8	2	-6	0.0
COc1ccc(NC(=O)c2ccc(NC(=O)C(C)C)cc2)c([N+](=O)[O-])c1	-0.4	4	7	-6	i	-11	0	-10	0.7
O=c1cc(N2CCC3(CC2)OCCO3)[nH]c(=O)n1C1CCCCC1	0.1	9.6*	-1	-3	i	-6	0	-4	-0.6
Cc1ccc2oc(=O)n(CC(=O)O)c2c1	-0.3	-1	-7	3	i	-15	-1	-4	0.4
COc1ccc(NC(=O)CCOc2ccc(C)cc2)cc1S(=O)(=O)N1CCOCC1	-0.1	0	2	-2	i	-1	3	-2	0.0
Cc1ccc(NCN2C(=O)C3CC=C(Cl)CC3C2=O)cc1 (stereo not drawn)	-0.2	1	2	-3	i	4	2	-10	-1.1
CCCCCNc1c(C(=O)OCC)c(=O)[nH]c2ccccc12	0.1	-2	5	2	i	5	-2	-2	-1.3
Cc1cc(C)n(-c2ccc(C(=O)OC(C)C)cc2)n1	-0.8	-11	6	-2	i	4	1	-4	-0.5
CCN1C(=O)c2c(C)nc3ccccc3c2C1=O	-0.4	-1	-3	-2	i	-5	0	1	x
O=C(O)C1CCCCC1C(=O)NCc1ccccn1 (stereo not drawn)	0.2	-3	-8	6	i	-1	0	-5	0.2
O=C(N/N=C/c1ccccc1OCc1ccccc1)c1cccs1	0.0	-7	-11	-6	i	0	2	16	0.0
Cc1cc(N(CC(=O)NC(C)C)S(C)(=O)=O)ccc1Br	-0.5	-1	-11	-7	i	4	-4	-10	0.1
CC(C)CCNC(=O)C(c1ccco1)N(CCCO)C(=O)Cn1nnc(-c2ccc(F)cc2)n1 (stereo not drawn)	0.2	0	-4	6	i	9	-2	4	-1.2

Quoted from the listing:
CC(=O)N(c1ccccc1)c1c(F)c(F)c(F)c(F)c1F in FAS TE block is listed with -3
COc1ccc(NC(=O)CCOc2ccc(C)cc2)cc1S(=O)(=O)N1CCOCC1 in E coli Lon inh is listed with -2
CC(C)CCNC(=O)C(c1ccco1)N(CCCO)C(=O)Cn1nnc(-c2ccc(F)cc2)n1 (stereo not drawn) in CSN inh is listed with -4
O=C(N/N=C/c1ccccc1OCc1ccccc1)c1cccs1 in CSN inh is listed with -11
CCN1C(=O)c2c(C)nc3ccccc3c2C1=O in Tb MetRS inh is listed with -0.4

Next section.
smiles	Tb MetRS inh	bovine MsrA act	CSN inh	E coli Lon inh	Neddylation inh	PABP1 MLLE inh	Rin1-Abl PPI inh	FAS TE block	MsrA inh
CC1CCC(NC(=O)C2CCC(CNS(=O)(=O)c3cccc4nsnc34)CC2)CC1 (stereo not drawn)	-0.1	-6	4	3	i	2	-1	-16	0.6
CCOc1ccc(S(=O)(=O)NCCC(=O)OCN2C(=O)c3ccccc3C2=O)cc1	0.4	-1	2	9	i	-1	-2	4	3.2
CC(C)NC(=O)c1sc2nc3c(c(-c4cccs4)c2c1N)CN(C)CC3	-1.4	-7	-18	10	i	66	-8	-12	2.5
CCCCNc1c(-c2ccc(SC3CCCCC3)cc2)nc2ccccn12	-0.5&-0.3	-12&-3	-1&-4	4&-6	i	-24	-2	14&25	-0.1
CCc1ccc(NC(=O)C2CCN(S(=O)(=O)c3cccs3)CC2)cc1	-1.1	-5	1	-2	i	-12	4	16	-0.5
COc1ccc(CNC(=O)Nc2nc(C(N)Cc3ccc(C(F)(F)F)cc3)cs2)cc1 (stereo not drawn)	0.4	3	2	-11	i	-13	-6	1	-0.9
O=C(NNC(=S)NC(=O)c1cccnc1)c1ccc(Cl)cc1	-0.7	2	3	-5	i	15	0	-7	0.8
CCOc1ccc(NC(=O)COC(=O)C2CCC(=O)N2)c([N+](=O)[O-])c1 (stereo not drawn)	-0.3	-7	-5	-4	i	12	2	-3	1.0
CC(C)N(Cc1ccccc1)C(=O)c1cnc2n(c1=O)CCS2	-0.6	1	-7	5	i	15	-2	-6	0.4
Cc1ccc(NC(=O)COC(=O)c2cc(-c3cccs3)nn2-c2ccccc2)cc1[N+](=O)[O-]	-0.5	-1	-8	-3	i	0	-2	6	0.6
C/C=C/C=C/C(=O)OCC(=O)Nc1ccc(Cl)cc1	-0.1	-6	6	13	i	-7	-2	9	0.5
O=C(COC(=O)c1ccc(O)cc1)Nc1cccc(S(=O)(=O)NC2=NCCCCC2)c1	-0.4	-2	1	0	i	-8	0	-6	-0.2
Cc1ccc(NC(=O)CCNS(=O)(=O)c2ccc(Br)s2)cc1	18*	-11	1	2	i	-9	4	6	0.2
CC(C)(C)C(=O)CSc1nccc(=O)[nH]1	0.0	1	1	0	i	9	-2	-7	-0.3
CNC(=S)N(CCc1c(C)[nH]c2ccc(C)cc12)Cc1ccc(OC)c(OC)c1	-0.4	0	0	-1	i	-140	5	7	-1.2
Cc1ccc(SCc2ccc(C(=O)N3CCCCC3)cc2)cc1	-1.1	-11	-1	-1	i	3	0	6	0.1
Cc1cc(C(=O)NCCN2CCCCC2C)n(-c2ccccc2)n1 (stereo not drawn)	0.0	0	1	2	i	18	-1	-6	-1.4
Cc1cc(Oc2nc3c(C)cccn3c(=O)c2/C=C(\C#N)S(=O)(=O)c2ccccc2)ccc1Cl	-0.5	-4	0	-6	i	-4	-1	11	-0.6
Cc1ccc(NC(=O)N2CCCC2C(=O)Nc2ccc3c(c2)OCCO3)cc1 (stereo not drawn)	-0.1	-7	1	2	i	6	1	-5	-0.7
COc1ccc(NC(=O)CS(=O)(=O)c2ccccc2)cc1	-0.1	-6	-1	0	i	4	-2	-4	0.1
COCCCNC(=O)CNC(=O)c1nn(-c2ccc(OC)c(Cl)c2)c(=O)c2ccccc12	0.1	-2	2	-4	i	17	-1	-6	-0.2
CSc1ccccc1OCc1cc(C(=O)N2CCN(C)C(c3ccccc3)C2)no1 (stereo not drawn)	-0.2	-1	0	8	i	-4	-1	23	-0.9
CC1CCN(S(=O)(=O)c2cccc(C(=O)NCc3cccs3)c2)CC1	-0.2	1	1	-1	i	0	1	8	0.7
Cc1ccc(NC(=O)CS(=O)CC(=O)N(CC(=O)NC2CCCC2)c2cc(C)ccc2C)cc1 (stereo not drawn)	-0.4	-6	9	-2	i	3	1	-8	-0.1
O=C(CSc1nc2ccc(NC(=O)c3ccccc3C(=O)O)cc2s1)Nc1ccc(F)c([N+](=O)[O-])c1	1.0	-10	5	9	i	5	3	15	1.0
C/C(=N/Nc1ccc(C(=O)O)cc1)c1ccc(O)c(O)c1O	-0.7	-9	-9	15	i	32	29*	-6	4.6*
CN(C)C(CNC(=O)CSc1nc2sc3c(c2c(=O)n1C)CCC3)c1ccccc1 (stereo not drawn)	-0.3	-1	-11	-15	i	1	0	-1	1.2
CS(=O)(=O)N(CC(=O)Nc1ccc2c(c1)OCO2)Cc1ccccc1	0.0	-2	-6	-3	i	19	1	-7	-0.7
CCc1nnc(NC(=O)CSc2nnc(Cc3cc(=O)[nH]c(=O)[nH]3)n2-c2ccc(OC)cc2)s1	-0.5	-1	-8	-3	i	-18	-3	-4	0.1
CCCCCCN1C[C@@H](O)[C@H](n2cc(-c3ccc(F)cc3)nn2)C[C@@H]1c1ccc(C)cc1	-0.7	-1	4	2	i	7	1	10	-1.7
Cc1ccc(O)c(-c2cc(C(=O)Nc3ccc(S(=O)(=O)Nc4nc(C)cc(C)n4)cc3)[nH]n2)c1	-0.6	-13	-8	0	i	6	2	-6	-0.8
CCNC(=O)c1ccccc1NC(=O)c1cccc(S(=O)(=O)N2CCOCC2)c1	0.0	-4	0	-5	i	2	0	4	-1.4
C/C(=C\c1ccccc1)CN1CCN(c2ccccc2F)CC1	-0.8	-2	-5	-3	i	2	-2	18	-0.9

Full records, looked up by structure. Values in the order: Tb MetRS inh, bovine MsrA act, CSN inh, E coli Lon inh, Neddylation inh, PABP1 MLLE inh, Rin1-Abl PPI inh, FAS TE block, MsrA inh
CCCCCNc1c(C(=O)OCC)c(=O)[nH]c2ccccc12 across the screens: 0.1, -2, 5, 2, i, 5, -2, -2, -1.3
Cc1ccc2oc(=O)n(CC(=O)O)c2c1 across the screens: -0.3, -1, -7, 3, i, -15, -1, -4, 0.4

High-throughput results deposited in PubChem by several laboratories.
